# Screening data deposited in PubChem by National Center for Advancing Translational Sciences (NCATS).
# Apoferritin bind – candidate novel general anesthetic via apoferritin binding; Potency, µM (top dose mostly 77.5 µM), for inactives: at the highest dose activity change, negative = displacement, usual class: inhibitors; P02791; actives 0.074% (n = 350,000); apoferritin/1-aminoanthracene competitive binding, fluorescence; also: potency is read from the fitted curve at half-maximal effect; % is scaled to controls: 0 for no effect and ±100 for the full control effect; nearly all actives have a fitted effect of over 20% in size
#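 Apoferritin-based anesthetic binding model; compound displacement of fluorescent 1-AMA measured as endpoint fluorescence after 10 minutes at room temperature, scaled to free-ligand and complex controls.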
# ALOX12 inh – blocks human arachidonate 12S-lipoxygenase; actives 1.1% (n = 580,000); Potency, µM (highest dose often 108 µM), for inactives: at the top dose activity change, negative = inhibition, actives largely listed as inhibitors; AID 1671190; purified 12hLO, xylenol orange hydroperoxide absorbance; P18054; also: potency is read from the fitted curve at half-maximal effect; % is scaled to controls: 0 for no effect and ±100 for the full control effect
# Target sequence (P18054 whole entry, looked up): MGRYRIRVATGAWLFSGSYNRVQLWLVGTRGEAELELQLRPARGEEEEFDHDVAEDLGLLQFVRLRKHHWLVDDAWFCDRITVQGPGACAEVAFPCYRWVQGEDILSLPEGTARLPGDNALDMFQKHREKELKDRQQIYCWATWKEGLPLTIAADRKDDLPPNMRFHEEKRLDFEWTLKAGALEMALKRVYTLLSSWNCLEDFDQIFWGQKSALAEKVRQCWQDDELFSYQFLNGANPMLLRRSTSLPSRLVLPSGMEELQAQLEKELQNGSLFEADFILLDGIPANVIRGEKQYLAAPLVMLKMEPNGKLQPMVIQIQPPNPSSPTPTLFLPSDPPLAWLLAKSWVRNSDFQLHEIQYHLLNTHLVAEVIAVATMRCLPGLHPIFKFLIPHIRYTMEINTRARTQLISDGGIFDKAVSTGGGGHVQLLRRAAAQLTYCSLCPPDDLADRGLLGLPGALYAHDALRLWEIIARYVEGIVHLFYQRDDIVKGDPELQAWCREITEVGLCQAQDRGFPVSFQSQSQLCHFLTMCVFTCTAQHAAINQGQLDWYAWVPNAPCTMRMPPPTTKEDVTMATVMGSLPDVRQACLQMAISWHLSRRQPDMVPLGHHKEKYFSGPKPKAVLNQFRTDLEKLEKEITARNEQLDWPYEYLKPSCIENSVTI
#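 Purified human 12hLO (150 nM final) in 25 mM Hepes, 0.01% Triton X-100, pH 7.0 was preincubated 15 min at room temperature with compound. Then 40 uM arachidonic acid was added, 30 min. Hydroperoxide was read by Fe-XO absorbance ratio 573/405 nm.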
# POLI inh – DNA polymerase iota (human) inhibition; Pol iota fluorescent replication assay, 10 min; AID 588590; Q9UNA4; actives 1% (n = 390,000); Potency, µM (series often up to 115 µM), for the others: top-dose activity, negative = inhibition, hits mostly inhibitors; also: potency is read from the fitted curve at half-maximal effect
#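 Fluorescent replication assay read twice, at 0 min and 10 min after adding 50 nM (final) substrate. Enzyme (10 nM) and compounds were first incubated 15 min at room temperature; enzyme-free buffer wells were negative controls.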
# ERG-DNA inh – blocks human ERG Ets domain binding to DNA. fluorescence polarization, His-ERG Ets domain / labelled DNA. actives 0.028% (n = 370,000). P11308. AID 624246. Potency, µM (highest dose often 76.9 µM), for the others: at the highest dose FP activity, negative = inhibition, usual class: inhibitors; active = well fitted inhibition curve with a large enough effect in the polarisation, with a control signal flat; inconclusive = small, poorly fitted or top-dose-only effect, or effect the other way, or a change in a side signal; inactive = no such curve, though single readings can be large or run the other way; the % refers to the polarisation;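 also: polarization taken with two DNA probes labelled with fluorescein and Texas red; potency is read from the fitted curve at half-maximal effect; % of control where 0% means no effect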
#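 His-tagged ERG Ets domain (1 uM in the protein solution; 300mM KCl, 50mM Tris-HCl, 1mM EDTA, 1mM DTT, pH 7.5) received compound, then a probe mix of 5 nM fluorescein-DNA and 100nM Texas-615-DNA. Fluorescence polarization was read for both dyes.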
# TRHR agonist – activates the human TRH receptor. P34981. actives 0.18% (n = 360,000). AID 493084. TRHR cells, calcium flux fluo-8, FDSS agonist mode. activation, % at 2 µM; in the data active = activation above about 30%; also: 0% is about no effect
#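 TRHR-expressing cells, plated overnight in medium with 10% serum, were loaded with fluo-8 calcium dye at room temperature. After a 10 s baseline, library compound was pin-added and calcium release was recorded kinetically (ex 480/em 530) as agonist response.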
# BLM helicase inh – inhibitors of human Bloom syndrome helicase BLM; P54132; recombinant BLM DNA unwinding, fluorescence dequenching; Potency, µM (highest dose often 56.1 µM), for the others: at the highest dose activity change, negative = inhibition, actives largely listed as inhibitors; actives 0.2% (n = 350,000); AID 2528;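 also: potency is read from the fitted curve at half-maximal effect; plate controls were vehicle for no effect and no enzyme for full effect; nearly all actives have a fitted effect of over 35% in size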
# POLB inh – DNA polymerase beta (human) inhibition | P06746 | Pol beta primer extension/strand displacement, fluorescence kinetic | Potency, µM (series often up to 114 µM), without a hit: top-dose activity change, negative = inhibition, hits mostly inhibitors | actives 1.3% (n = 340,000) | AID 485314; also: potency is read from the fitted curve at half-maximal effect; % is scaled to controls: 0 for no effect and ±100 for the full control effect
#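 Preincubation: enzyme (10 nM) with compound, 15 min, RT. Reaction: substrate added to 50 nM final. Reads: 0 and 10 min. Analysis: normalized, Hill fit.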
# APEX1 inh – APE1 (human) endonuclease inhibition; actives 0.35% (n = 350,000); Potency, µM (series often up to 65.8 µM), for inactives: at the highest dose activity change, negative = inhibition, actives largely listed as inhibitors; recombinant APE1, TAMRA/BHQ-2 abasic DNA cleavage fluorescence;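 also: potency is read from the fitted curve at half-maximal effect; plate controls were vehicle for no effect and reference inhibitor for full effect; nearly all actives have a fitted effect of over 55% in size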
# Target sequence (P27695 whole entry, looked up): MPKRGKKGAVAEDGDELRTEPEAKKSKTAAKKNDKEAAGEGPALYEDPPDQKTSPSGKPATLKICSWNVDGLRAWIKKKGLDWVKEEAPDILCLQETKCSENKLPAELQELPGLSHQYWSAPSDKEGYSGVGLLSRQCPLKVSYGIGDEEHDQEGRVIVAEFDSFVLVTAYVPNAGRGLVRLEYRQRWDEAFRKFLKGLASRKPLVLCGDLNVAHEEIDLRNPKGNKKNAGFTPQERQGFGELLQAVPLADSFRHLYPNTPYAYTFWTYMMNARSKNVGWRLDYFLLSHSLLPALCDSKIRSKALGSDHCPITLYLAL
#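 Readout is kinetic fluorescence (ex 525, em 598 nm) from cleavage of 50 nM TAMRA/BHQ-2 THF abasic duplex by 0.75 nM APE1, compound added 15 min beforehand at RT.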
# POLK inh – DNA polymerase kappa (human) inhibition; actives 0.53% (n = 400,000); AID 588579; purified Pol kappa, fluorescent DNA synthesis assay, 10 min; Potency, µM (titrated, usually from 107 µM), for the others: top-dose activity, negative = inhibition, actives largely listed as inhibitors; Q9UBT6; also: potency is read from the fitted curve at half-maximal effect; % is scaled to controls: 0 for no effect and ±100 for the full control effect
#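 Activity was followed as the change in fluorescence between reads at 0 and 10 min after starting the reaction with 50 nM substrate. Beforehand, 10 nM polymerase had been preincubated with compound for 15 min at room temperature.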
# The depositor's hits bear a star; ? = inconclusive; nt = no result given; & = joins results of further samples; [ ] = another dose, or the depositor's remark. Unless noted, calls follow the shape of the dose curve; as a rule, active = well fitted curve in the direction sought with a large enough effect; inconclusive = small, poorly fitted or top-dose-only effect, or another doubt; inactive = no such curve, though single readings can be large; an effect the other way counts as inactive or inconclusive.
# The line under a structure holds: Apoferritin bind | ALOX12 inh | POLI inh | ERG-DNA inh | TRHR agonist | BLM helicase inh | POLB inh | APEX1 inh | POLK inh
COCCNC(=O)C(c1ccc(O)cc1)N(C(=O)CCC(=O)Nc1nccs1)c1cccc(C)c1 (stereo not drawn)
    -8% | -47% | 13% | 6% | 3.1 | -3% | -15% | -1% | -4%
Cc1ccccc1CSc1nn2c(=O)c(C)nnc2s1
    -7% | 17% | 0% | -1% | -0.5 | -4% | 45% | 0% | -6%
Cc1cccc(CCNC(=O)C2CCN(S(=O)(=O)c3c(C)noc3C)CC2)c1
    -7% | 6% | 3% | nt | -0.1 | -1% | 25% | 3% | -8%
CCOC(=O)c1ccc2[nH]c(C)c(CN3CCN(C)CC3)c(=O)c2c1
    nt | 36%[activator] | -6% | 4% | nt | nt | nt | nt | 0%
Cc1ccc(CC(=O)Nc2cc([N+](=O)[O-])ccc2F)cc1
    -20% | 1% | 6% | -13% | -1.3 | -3% | 21% | 13% | 4%[60.1 µM]
C[C@H](NC(=O)c1cc2c(cn1)[nH]c1ccccc12)C(=O)O
    0% | ? | 75%[activator] | 8% | 0.7 | -5% | -9% | 55%[activator] | -6%
Cc1cc(NS(=O)(=O)c2ccc(NC(=O)CN3C(=O)c4ccccc4C3=O)cc2)nc(C)n1
    -8% | -1% | 10% | -4% | 0.0 | 1% | 49% | -3% | -13%
CCOC(=O)N1CCC2CC1c1cc(-c3cccc(OC)c3)ccc12 (stereo not drawn)
    nt | -7% | -2% | 2% | nt | nt | nt | nt | -7%
COC(=O)C1=CN(Cc2ccc(OC)cc2)C=C(C(=O)OC)C1c1cccs1
    203%[activator] | ? | 26% | 3% | -1.0 | -14% | 20% | ? | -11%
CC(=O)Nc1ccc(NC2=Nc3ccccc3N3C2=Nc2c(c(C)nn2-c2ccccc2)C3c2ccccc2)cc1 (stereo not drawn)
    -13% | 13% | 1% | -4% | -0.7 | -10% | 3% | -2% | -4%
Cc1ccc(C(=O)CSc2nc3cc(S(=O)(=O)N4CCOCC4)ccc3o2)cc1
    -16% | 0% | 5% | -1% | -0.3 | -6% | 4% | -6% | -12%
CC(C)(C)c1ccccc1OCC(=O)Nc1ncn[nH]1
    -14% | 26% | 10% | -10% | 0.3 | -4% | 4% | -3% | -4%
CCCCn1c(=O)cc(O)c2ccccc21
    2% | -27% | -4% | -2% | 0.0 | 0% | 0% | -2% | -6%
COc1ccc(C(=O)O/N=C(\N)c2ccccn2)cc1
    -2% | 20% | 23% | -14% | 0.0 | -3% | 0% | 38% | 10%
CC(=O)N1CCN(c2ccc(NC(=S)NC(=O)/C=C/c3ccccc3)cc2)CC1
    6% | -15% | nt | nt | -0.7 | 0% | 1% | 0% | nt
CCN(CC)C(=O)N1CCN(S(=O)(=O)c2ccc(C)cc2)CC1
    -10% | -2% | 24% | -3% | 0.0 | -2% | 13% | 6% | 2%
Cc1ccccc1-c1nccc(-n2ccnc2)n1
    -12% | 7.9µM* | nt | nt | nt | 3% | nt | 3% | -3%[60.1 µM]
O=C(CN1CCN(c2ccc(O)cc2)CC1)NC(=O)NCc1ccco1
    8% | -27% | ? | 3% | 0.6 | -6% | ? | ? | -12%
O=C1c2c(Br)c(Br)c(Br)c(Br)c2C(=O)N1c1ccccn1
    -10% | ? | -8% | 3% | 0.4 | -12% | 13% | 16% | -30%
CCOCCCNC(=O)CN1CCN(Cc2ccccc2C)C1=O
    4% | -2% | -11% | 2% | -0.1 | 2% | -2% | -1% | 5%
CCCn1c(=O)c(C(=O)NCc2ccccn2)c(O)c2ccccc21
    -2% | 0% | 1% | 0% | -0.8 | 0% | -2% | -2% | -12%
COC(=O)C1=C(O)/C(=C\c2sccc2C)N=C1C
    -5% | -10% | 5% | 0% | 1.0 | -3% | 7% | -1% | -39%
NC(=O)C1(N2CCCCC2)CCN(Cc2nc(-c3cccs3)no2)CC1
    -4% | 5% | 33% | -2% | 0.0 | -1% | 0% | 1% | 4%
COc1ccc(-c2nc(Cn3c(SCc4cccc(F)c4)nc4cccnc43)c(C)o2)cc1
    -1% | -2% | 4% | -6% | 1.9 | -14% | -7% | nt | -4%
Cc1ccccc1Cn1cc(C)c(=O)[nH]c1=O
    -7% | -2% | 10% | 2% | 0.0 | -10% | -21% | 2% | -8%
Cc1cccc(N2CCN(C(=O)Cn3cnc4c3c(=O)n(C)c(=O)n4C)CC2)c1C
    -10% | 1% | 1% | 7% | -0.4 | 2% | 13% | 0% | 0%
O=C1[C@@H]2C(Cc3ccc(O)cc3)NC3(C(=O)Nc4ccc(F)cc43)[C@@H]2C(=O)N1c1ccc(F)cc1 (stereo partly drawn)
    -13% | 0% | 9% | 8% | 0.9 | -11% | ? | -1% | -15%
O=C(Cc1ccccc1)c1nnc(-c2ccccc2)o1
    -21% | 3% | 110%[activator] | 6% | -1.6 | -5% | 10% | -4% | -17%
O=C1C(=O)N(Cc2cccnc2)C(c2cccc([N+](=O)[O-])c2)/C1=C(\O)c1ccc2c(c1)OCCO2 (stereo not drawn)
    -10% | -30% | -16% | 3% | 0.0 | 2% | 11% | 38% | 3%
O=c1nc2ccccc2c(NS(=O)(=O)c2ccccc2)n1-c1ccccc1
    -1% | 0% | 7% | -11% | 0.0 | -1% | 11% | 12% | -19%
CS(=O)(=O)N1CCN(c2ccc([N+](=O)[O-])cc2C(F)(F)F)CC1
    -11% | 0% | 2% | -2% | 0.4 | 0% | 5% | 2% | 1%
COCCn1c(=O)c(CCc2ccccc2)nc2cnc(OCc3ccccc3)nc21
    nt | 7% | nt | nt | nt | -8% | nt | -1% | -9%[60.1 µM]
CC1(C)Cc2cccc(OCC(=O)N3CCN(c4ccccc4Cl)CC3)c2O1
    nt | 13% | 16% | 0% | -0.9 | nt | nt | -7% | -18%
Cc1c(OCC(=O)NCC(O)c2ccccc2)ccc2c3c(c(=O)oc12)CCC3 (stereo not drawn)
    ? | 0% | 36%[activator] | 11% | -0.1 | -5% | 9% | 21% | 1%
N=c1ccn2c(n1)O[C@H]1[C@@H](CO)[C@H](O)O[C@H]12
    nt | -12% | 2% | 6% | 0.0 | nt | nt | 9% | 0%
COc1ccc2cc(CNc3ccc(OC)c(OC)c3)c(=O)n(CC(=O)Nc3ccc(C)cc3)c2c1
    ? | 0% | 4% | -20% | -0.6 | -6% | -3% | nt | 3%
Cc1ccc(NC(=O)c2cc(NC(=O)CCC(=O)O)ccc2N2CCCCC2)cc1
    -15% | -24% | 7% | nt | -0.7 | -1% | 34% | 1% | -3%
COc1ccccc1Nc1c2c(nc3ccc(NC(=O)/C=C/c4cccc(OC)c4OC)cc13)CCCC2
    ? | -13% | -15% | 2% | 0.0 | 4% | -22% | nt | ?
O=C(NCc1ccco1)C1CCN(C(=O)c2ccc(Cl)cc2Cl)CC1
    1% | 1% | 28% | -3% | -1.1 | 0% | 1% | -7%[12.4 µM] | -9%
OC(CCc1ccncc1)COc1ccccc1 (stereo not drawn)
    nt | 4% | ? | -21% | 0.1 | nt | nt | 30% | 5%

# Only POLK inh, ERG-DNA inh and TRHR agonist (2 entries from above):
smiles,POLK inh,ERG-DNA inh,TRHR agonist
CC1(C)Cc2cccc(OCC(=O)N3CCN(c4ccccc4Cl)CC3)c2O1,-18%,0%,-0.9
Cc1c(OCC(=O)NCC(O)c2ccccc2)ccc2c3c(c(=O)oc12)CCC3 (stereo not drawn),1%,11%,-0.1

# Looked up above.
# COc1ccccc1Nc1c2c(nc3ccc(NC(=O)/C=C/c4cccc(OC)c4OC)cc13)CCCC2 in POLB inh: -22%
# N=c1ccn2c(n1)O[C@H]1[C@@H](CO)[C@H](O)O[C@H]12 in ALOX12 inh: -12%
# COc1ccc(-c2nc(Cn3c(SCc4cccc(F)c4)nc4cccnc43)c(C)o2)cc1 in ERG-DNA inh: -6%
# CCCn1c(=O)c(C(=O)NCc2ccccn2)c(O)c2ccccc21 in POLK inh: -12%
# O=C1C(=O)N(Cc2cccnc2)C(c2cccc([N+](=O)[O-])c2)/C1=C(\O)c1ccc2c(c1)OCCO2 (stereo not drawn) in APEX1 inh: 38%

# (listing goes on)
# The line under a structure holds: Apoferritin bind | ALOX12 inh | POLI inh | ERG-DNA inh | TRHR agonist | BLM helicase inh | POLB inh | APEX1 inh | POLK inh
CCc1ccc(-c2cc(C)no2)cc1S(=O)(=O)N1CCN(c2ccccn2)CC1
    14% | -6% | 10% | -8% | 0.9 | -7% | 7% | 8% | -1%
CCOC(=O)c1cc(C#N)c(SCc2cccc3ccccc23)nc1C
    -6% | 6% | 0% | 5% | 1.1 | -3% | -7% | -4% | -2%
COc1ccc(N(CC(=O)NCCC2=CCCCC2)S(=O)(=O)c2ccc(C)cc2)cc1
    -3% | nt | nt | nt | 0.2 | -2% | 22% | 0% | nt
CC(C)(C)c1ccc(OCC(=O)N/N=C/C2CC=CCC2)cc1 (stereo not drawn)
    ? | 0% | 182%[activator] | 1% | 2.4 | -7% | 15% | -9% | -4%
O=C(c1cccc(F)c1)N1CCN(c2cccc(C(F)(F)F)c2)CC1
    6% | 4% | ? | 5% | 0.7 | -10% | ? | -7% | -20%
CCCc1noc2c1C(c1cc(Br)ccc1F)C(C#N)=C(N)N2 (stereo not drawn)
    -9% | ? | 8% | -3% | 0.3 | -8% | 8% | -2% | -4%
COCCN1CN=C(NS(=O)(=O)c2ccc(C)cc2)NC1
    -3%&3% | -28%&-3% | -16%&4% | -5%&-4% | 0.4&1.3 | 0%&-1% | 19%&4% | 23% | 14%&-18%

# These rows are one share of the data; rates above refer to the full screens.
